FXIIa inh = human FXIIa protease inhibitors, primary screen, biochemical, single well. purified human FXIIa, AMC substrate fluorescence, 2 h. inhibition, % at 10 µM. 33,000 compounds, 0.2% hits; in the data active means inhibition above about 30%;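 further: 0% = enzyme with vehicle only and 100% = no enzyme blank; many of its hits are not listed in these tables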
FXIa inh = human FXIa protease inhibitors, primary screen, biochemical, single compound per well. Coagulation factor XI (Homo sapiens), P03951. purified human FXIa, fluorogenic AMC substrate cleavage. inhibition, % at 10 µM. 33,000 compounds, 0.3% hits. AID 687, 2007;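 active means inhibition above 40% in the primary screen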;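 further: 0% = enzyme without compound and 100% = blank wells lacking enzyme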
Target sequence (P03951 19-387 limits assumed): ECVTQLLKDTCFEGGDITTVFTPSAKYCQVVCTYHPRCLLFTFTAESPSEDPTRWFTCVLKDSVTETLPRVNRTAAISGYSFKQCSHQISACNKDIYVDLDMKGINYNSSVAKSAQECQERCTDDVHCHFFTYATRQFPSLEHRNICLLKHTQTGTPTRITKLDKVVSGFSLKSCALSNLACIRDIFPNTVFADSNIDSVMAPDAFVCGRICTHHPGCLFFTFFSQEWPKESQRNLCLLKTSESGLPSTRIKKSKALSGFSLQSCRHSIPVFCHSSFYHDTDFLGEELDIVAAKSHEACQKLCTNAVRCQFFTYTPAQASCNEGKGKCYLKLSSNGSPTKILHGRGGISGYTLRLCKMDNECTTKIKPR
Target sequence (P03951 388-625 limits assumed): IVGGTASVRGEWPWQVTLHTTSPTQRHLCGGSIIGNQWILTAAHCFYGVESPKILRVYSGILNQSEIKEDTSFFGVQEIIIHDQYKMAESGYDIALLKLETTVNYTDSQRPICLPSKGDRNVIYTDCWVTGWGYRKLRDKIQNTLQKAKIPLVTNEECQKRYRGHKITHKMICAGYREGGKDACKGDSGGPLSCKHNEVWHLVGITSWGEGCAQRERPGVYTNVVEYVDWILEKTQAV
Active calls of the source: *. A portion of the library; the hit share may differ from the screen's.

SMILES	FXIIa inh	FXIa inh
COc1ccc(S(=O)(=O)Nc2cc(C(=O)NC(C)C)ccc2N2CCOCC2)cc1	7	-9
Cc1ccc(NC(=O)CN2C(=O)C3CCCCN3C(=O)c3ccccc32)cc1 (stereo not given)	3	-5
CCSc1nc(=S)n(-c2ccccc2)c(C)c1C(C)=O	0	2
O=c1c2ccccc2ncn1-c1cccc(Cl)c1	-16	-1
Cc1ccc(NCCc2ccc(C)nc2)cc1	1	1
O=C(CSc1nnnn1C1CCCCC1)N1c2ccccc2Sc2ccccc21	-3	2
Cc1ccc(C(=O)N(c2c(C)n(C)n(-c3ccccc3)c2=O)C(C)C)cc1	7	6
CCCCn1c(-c2nonc2N)nc2ccccc21	10	-1
CC1=NN(c2cccc(C(=O)O)c2)C(=O)/C1=C\C=C\c1ccco1	8	1
Cc1ccc(CN(C(=O)Cn2nnc3ccccc32)C(C(=O)NCc2ccco2)c2ccc(C)o2)cc1 (stereo not given)	4	5

Profiles as entered above. Order of screens: FXIIa inh	FXIa inh
Record of O=C(CSc1nnnn1C1CCCCC1)N1c2ccccc2Sc2ccccc21 : -3	2
Record of Cc1ccc(NC(=O)CN2C(=O)C3CCCCN3C(=O)c3ccccc32)cc1 (stereo not given) : 3	-5

Next section
SMILES	FXIIa inh	FXIa inh
COc1ccc2[nH]c(=O)c(CN(C(=O)c3cccnc3)c3ccccc3)cc2c1	2	6
Cc1cc(C(F)F)n2nc(C(=O)Nc3c(F)cc(F)cc3Br)nc2n1	0	4
CC1CCN(C(=O)CNS(=O)(=O)c2ccc(Br)s2)CC1	3	5
O=C(c1ccc(Cl)cc1)c1ccc(CN2C(=O)c3ccccc3C2=O)o1	10	5
O=C1CSC(c2cccnc2)N1c1ccc(F)cc1 (stereo not given)	8	-7
CSc1nc(SCC(N)=O)c2c3c(sc2n1)CN(C)CC3	2	4
CCC(=O)NCCNc1nc2cc(C)c(C)cc2cc1C#N	-2	0
O=C(CSc1ncccc1C(=O)O)c1ccc2ccccc2c1	5	-8
Cc1cccc2cc(C#N)c(NCCCn3ccnc3)nc12	-4	-3
COc1ccc(S(=O)(=O)O/N=C2\CCCc3ccccc32)cc1	-1	3
Cc1ccccc1Nc1nc(N)nc(CSc2nc3ccccc3c(=O)n2C)n1	4	-2
Oc1ccc(Br)cc1-c1cc(-c2ccccc2F)[nH]n1	6	-1
COc1cccc(NC(=O)CN2CCN(S(=O)(=O)c3ccc(F)cc3)CC2)c1	5	-1
CCCc1cc(C(=O)Nc2cccnc2Cl)no1	7	-3
CCc1nc(C)cn1S(=O)(=O)c1cc(OC)c(C)cc1C	8	0
CCOC(=O)c1ccc(NC(=O)C2CCCN(S(=O)(=O)c3ccc(F)cc3)C2)cc1 (stereo not given)	6	-14
CCn1c(NCc2cccc(OC)c2OC)nc2ccccc21	5	-3
COc1cc(C)c(Cl)cc1S(=O)(=O)NCc1ccco1	4	-4
COc1cc(C(=O)N(Cc2cccnc2)Cc2cc3cc4c(cc3[nH]c2=O)OCCO4)cc(OC)c1OC	4	-11
COc1cc(OC)c(C(=O)Nc2cccc(C(C)=O)c2)cc1OC	5	0

Compounds above that contain a cyano group (2):
SMILES	FXIIa inh	FXIa inh
CCC(=O)NCCNc1nc2cc(C)c(C)cc2cc1C#N	-2	0
Cc1cccc2cc(C#N)c(NCCCn3ccnc3)nc12	-4	-3

The results go on.
SMILES	FXIIa inh	FXIa inh
N#CC(c1ccc(O)cc1)N1CCCCC1 (stereo not given)	6	-10
Cc1nnc(SCC(=O)N2c3ccccc3Sc3ccccc32)n1N	2	-2
CC(=O)c1cccc(NS(=O)(=O)N(C)C)c1	3	6
CCOC(=O)c1[nH]c(C)c(C(=O)N2CCN(c3ccc(F)cc3)CC2)c1C	15	0
CC(Sc1nnc2ccccn12)C(=O)Nc1ncc(Cl)cc1Cl (stereo not given)	2	8
CCN(C(=O)C1CCN(S(=O)(=O)c2ccc3c(c2)oc(=O)n3C)CC1)c1cccc(C)c1	6	3
O=C(CN1C(=O)COc2ccc(Cl)cc21)N1CCc2ccccc21	0	-4
Cc1cc(=O)oc2c(CN(CC(C)C)CC(C)C)c(O)ccc12	-86	-30
Cn1c(SCC(=O)NCc2ccc3c(c2)OCO3)nnc1-c1c[nH]c2ccccc12	1	-2
O=C(NCc1ccccc1Cl)c1csc2c1CCCCC2	6	-11
COc1ccc(NC(=O)CN2CCN(CC(=O)Nc3ccccc3Cl)CC2)c(OC)c1	-10	26
c1ccc(N2CCN(c3c4c(nc5ncnn35)CCC4)CC2)cc1	3	0
CCN(CC)CCCNC(=O)Cn1ncn2cccc2c1=O	7	8
CCN1CCN(c2ccc(NC(=O)c3cccc(OCc4ccccc4)c3)cc2)CC1	5	0
COc1ccccc1N1C(=O)c2ccccc2NC1c1ccncc1 (stereo not given)	0	5
Cc1ccc2c(c1)cc(CN(Cc1ccc3c(c1)OCO3)S(=O)(=O)c1ccccc1)c1nnnn12	9	-2
CCOc1ccc(OCC(=O)Nc2ccc(S(=O)(=O)Nc3cc(C)nc(C)n3)cc2)cc1	9	3
COc1cc2nc(NCCCN3CCN(C)CC3)n3nc(-c4ccccc4)nc3c2cc1OC	-11	22
O=C1CN(C(=O)OCc2ccccc2)c2ccccc2N1	3	-3
O=C(CCn1cccc1)NCc1ccc2c(c1)OCO2	-20	3

The closing six records of the part before lead into the next.
SMILES	FXIIa inh	FXIa inh
COc1ccccc1N1C(=O)c2ccccc2NC1c1ccncc1 (stereo not given)	0	5
Cc1ccc2c(c1)cc(CN(Cc1ccc3c(c1)OCO3)S(=O)(=O)c1ccccc1)c1nnnn12	9	-2
CCOc1ccc(OCC(=O)Nc2ccc(S(=O)(=O)Nc3cc(C)nc(C)n3)cc2)cc1	9	3
COc1cc2nc(NCCCN3CCN(C)CC3)n3nc(-c4ccccc4)nc3c2cc1OC	-11	22
O=C1CN(C(=O)OCc2ccccc2)c2ccccc2N1	3	-3
O=C(CCn1cccc1)NCc1ccc2c(c1)OCO2	-20	3
COc1cccc2c(=O)n(CC(=O)Nc3ccccc3)ccc12	5	7
CCc1cc2c(=O)n(CC)c(SC(C)C(=O)Nc3c(C)n(C)n(-c4ccccc4)c3=O)nc2s1 (stereo not given)	1	0
CCn1c(Cc2c(C)[nH]c3ccccc23)nnc1SCC(=O)NCc1ccccc1	-12	3
CCCSc1nnc2n(-c3ccccc3OC)c(=O)c3c4c(sc3n12)CCC4	6	1
Cc1ccc(C)c(OCCOCCN2CC(C)OC(C)C2)c1C (stereo not given)	1	-1
CCOC(=O)Cc1csc(NC(=O)c2ccc(Br)s2)n1	2	5
Nc1ccc(Sc2nnnn2-c2ccccc2)c(Cl)c1	-3	-6
COc1cc(S(=O)(=O)NC2CCCC2)c(OC)cc1Cl	6	-13
O=c1/c(=C/c2ccc(O)cc2)sc2n1CCCN=2	9	3
Cc1nn2c(NCC(C)C)c3c(nc2c1-c1ccccc1)CCC3	7	-12
Cn1c(-c2ccc(-c3ccccc3)cc2)c[nH]c1=S	-12	18
CCN(CC)C(=O)C(=O)c1cccn1-c1cccc(Cl)c1C#N	18	-1
O=C(O)C1CCCN1C(=O)Nc1ccccc1 (stereo not given)	6	-2
CC1CCc2nc(NC(=O)CN3CCOCC3)sc2C1 (stereo not given)	8	0
O=C(Nc1ccccn1)c1cc2ccccc2o1	8	1
COCCN(C(=O)CC(C)(C)C)c1nnc(-c2cccnc2)s1	-11	0
CC(=O)c1cccc(NS(=O)(=O)c2c(C)n[nH]c2C)c1	2	5
CCCCn1c(SCc2ccccn2)nc2c1c(=O)n(C)c(=O)n2C	6	-2
COc1ccc(C(=O)N2c3ccc(F)cc3CCC2C)cc1OC (stereo not given)	-3	-8
COc1ccc(-c2[nH]nc3oc(=O)cc(C)c23)cc1	-14	-8
CCc1ccc(NC(=O)Cc2cn(C)c3ccccc23)cc1	5	8
CCOc1ccccc1NC(=O)C1CCCN(S(=O)(=O)c2c(C)[nH]c(=O)[nH]c2=O)C1 (stereo not given)	-9	-8
C=CCOn1c(=O)c(-c2cccs2)[n+]([O-])c2ccccc21	1	14
C=CCN(C(=O)CNC(=O)c1ccco1)C(C(=O)NC1CCCCC1)c1ccccc1 (stereo not given)	17	-5
Cc1cc(C(=O)NCc2ccco2)no1	-13	24
COCCn1nnnc1C(c1ccccn1)N1CCN(c2cc(C)ccc2C)CC1 (stereo not given)	5	8
O=C(C1CCN(S(=O)(=O)c2ccccc2)CC1)N(CCc1ccccc1)Cc1ccco1	4	1
Cc1cccc(NC2(C(F)(F)F)N=C3SCCN3C2=O)n1 (stereo not given)	12	3
Cc1ccc(NC(=O)/C(CN(C)C)=N\O)cc1	-7	2
O=C1C(C23CC4CC(CC(C4)C2)C3)C(=O)N(c2ccccc2)N1c1ccccc1	5	-8
COC(=O)C1C(C(C)C)N(c2ccccc2)OC1(C)O (stereo not given)	-9	-6
Cc1cc(C)n(C(=O)c2c([N+](=O)[O-])cnn2C)n1	-18	-1
Cc1oc(C2CC2)cc1C(=O)O	9	2
Cc1ccc(C2N(c3ccccc3)C(=S)N3CCCN23)cc1 (stereo not given)	0	3
CCOC(=O)c1[nH]c2ccccc2c1CCCN1C(=O)c2ccccc2C1=O	2	-2
CC(C(=O)NCc1ccccc1)N(CCN1CCOCC1)C(=O)c1snc(C(N)=O)c1N (stereo not given)	0	4
CCn1c(CNc2ccc(OC)cc2)nnc1SCC(=O)Nc1ccc(F)cc1	-13	1
COc1ccc(N2CCN(Cc3ccc(Br)s3)CC2)cc1	-15	17
Cc1ccc(CNS(=O)(=O)NCc2ccccc2)cc1	8	2
Cc1ccc(-n2cnc3cc(NCc4cccs4)ccc32)cc1	-15	17
Cc1nnc(SCC(=O)NC(=O)NCc2ccco2)n1Cc1ccccc1	6	-1
Nc1nc(SCC(=O)NCCCN2CCOCC2)nc2sc3c(c12)CCC3	3	-1
Cc1ccc(-c2nc(N)n(S(C)(=O)=O)n2)cc1	8	7
CC1(C)C2CCC13CS(=O)(=O)NC3C2 (stereo not given)	6	3
CCOC(=O)Cc1csc(NC(=O)c2cc3c(s2)CCCC3)n1	1	-1
Nc1ccccc1N1CCOCC1	-2	-7
Cc1cccc(N2CCN(S(=O)(=O)c3ccc(S(=O)(=O)N4CCCC4)cc3)CC2)c1C	7	2
Cc1ccc(S(=O)(=O)Cc2sc3ccccc3[n+]2C)cc1	-1	-3
O=c1[nH]c2cc3c(cc2cc1CN(Cc1ccc2c(c1)OCO2)Cc1nnnn1CC1CCCO1)OCO3 (stereo not given)	4	16
Cc1ccc(-c2noc(CSc3nnc(Cc4cccs4)n3-c3ccccc3)n2)cc1	9	9

The listing continues.
SMILES	FXIIa inh	FXIa inh
O=C(NCc1ccccc1)NC1(C(=O)Nc2ccc3c(c2)OCCO3)CCCCC1	4	2
CCCNC(=O)c1ccccc1NC(=O)C1COc2ccccc2O1 (stereo not given)	9	-1
Cc1sc2ncn(CC(=O)NCC(=O)N(C)Cc3ccccc3)c(=O)c2c1C	6	9
C=CCn1c(SCc2c(C)noc2C)nc2sc3c(c2c1=O)CCCC3	-15	21
CCCNC(=O)C1CCN(c2ccc(S(=O)(=O)N3CCOCC3)cc2Cl)CC1	9	3
CC(Sc1n[nH]c(N)n1)C(=O)C12CC3CC(CC(C3)C1)C2 (stereo not given)	-16	14
CS(=O)(=O)N1CCC(C(=O)O)CC1	1	-7
Cc1ccc(C(c2nnnn2CS(=O)(=O)c2ccc(C)cc2)N2CCC(C)CC2)cc1 (stereo not given)	1	-7
COc1ccc2cc(CN(CC3CCCO3)S(=O)(=O)c3ccccc3)c(=O)[nH]c2c1 (stereo not given)	-10	16
Cc1ccc(CSc2nc3ccccc3c(=O)n2CCCC(=O)NCc2ccco2)cc1	3	6

By substructure: the entries above containing a furan ring, fused or not.
SMILES	FXIIa inh	FXIa inh
CC1=NN(c2cccc(C(=O)O)c2)C(=O)/C1=C\C=C\c1ccco1	8	1
Cc1ccc(CN(C(=O)Cn2nnc3ccccc32)C(C(=O)NCc2ccco2)c2ccc(C)o2)cc1 (stereo not given)	4	5
O=C(c1ccc(Cl)cc1)c1ccc(CN2C(=O)c3ccccc3C2=O)o1	10	5
COc1cc(C)c(Cl)cc1S(=O)(=O)NCc1ccco1	4	-4
O=C(Nc1ccccn1)c1cc2ccccc2o1	8	1
C=CCN(C(=O)CNC(=O)c1ccco1)C(C(=O)NC1CCCCC1)c1ccccc1 (stereo not given)	17	-5
Cc1cc(C(=O)NCc2ccco2)no1	-13	24
O=C(C1CCN(S(=O)(=O)c2ccccc2)CC1)N(CCc1ccccc1)Cc1ccco1	4	1
Cc1oc(C2CC2)cc1C(=O)O	9	2
Cc1nnc(SCC(=O)NC(=O)NCc2ccco2)n1Cc1ccccc1	6	-1
Cc1ccc(CSc2nc3ccccc3c(=O)n2CCCC(=O)NCc2ccco2)cc1	3	6

(next part)
SMILES	FXIIa inh	FXIa inh
CCCc1nc2sc3ccccc3c(=O)c2c(=O)n1CCOC	24	10
CCCCc1ccc(C(=O)NC(C(=O)O)C(C)C)cc1 (stereo not given)	4	3
CC(C)NC(=O)c1ccc2c(c1)N(CC(=O)N1CCOCC1)C(=O)C(C)(C)O2	2	-8
O=C(Nc1nnc(-c2ccc3c(c2)CCCC3)o1)c1ccc(Cl)cc1Cl	1	6
Cc1cccc(NC(=O)c2cc(=O)c3ccccc3o2)n1	5	8
O=Cc1cn(CC(=O)NCC2CCCO2)c2ccccc12 (stereo not given)	2	0
CCN1C(=O)CC(NNC(=O)c2ccc(Cl)cc2)C1=O (stereo not given)	4	0
CC12CC(NC(=O)N1c1cccc(C(=O)N3CCN(c4ccccn4)CC3)c1)c1ccccc1O2 (stereo not given)	8	-3
CC(C(=O)NCC1(c2ccccc2)CCCC1)N1CCCC1 (stereo not given)	3	5
O=C(c1ccccc1Nc1ccc(SC(F)F)cc1)N1CCCCCC1	3	6
Cc1cccc(NC(=O)C(C)Oc2ccccc2C)n1 (stereo not given)	3	-3
O=c1c2cc3c(=O)n(CC4CCCO4)c(=O)c3cc2c(=O)n1CC1CCCO1 (stereo not given)	-14	4
N=C1C(c2nc3ccccc3[nH]2)=C(O)CN1c1ccccc1	2	-1
COc1ccc(Nc2nc(NC(C)(C)C)nc(N3CCCC3)n2)c(OC)c1	6	-7
O=C(CSCc1ccc(F)cc1)N1CCOCC1	4	1
Cc1nnc2ccc(N3CCC4(CC3)OCCO4)nn12	6	3
